# AmpC inh det = inhibitors of E. coli AmpC beta-lactamase with detergent; P00811; purified AmpC, nitrocefin hydrolysis with detergent; Potency, µM (titrated, usually from 28.7 µM), without a hit: at the highest dose activity change, negative = inhibition; hit rate 0.09% among 71,000; AID 584; active = well fitted curve in the direction sought with a large enough effect; inconclusive = small, poorly fitted or top-dose-only effect
# Target sequence (P00811 whole entry, looked up): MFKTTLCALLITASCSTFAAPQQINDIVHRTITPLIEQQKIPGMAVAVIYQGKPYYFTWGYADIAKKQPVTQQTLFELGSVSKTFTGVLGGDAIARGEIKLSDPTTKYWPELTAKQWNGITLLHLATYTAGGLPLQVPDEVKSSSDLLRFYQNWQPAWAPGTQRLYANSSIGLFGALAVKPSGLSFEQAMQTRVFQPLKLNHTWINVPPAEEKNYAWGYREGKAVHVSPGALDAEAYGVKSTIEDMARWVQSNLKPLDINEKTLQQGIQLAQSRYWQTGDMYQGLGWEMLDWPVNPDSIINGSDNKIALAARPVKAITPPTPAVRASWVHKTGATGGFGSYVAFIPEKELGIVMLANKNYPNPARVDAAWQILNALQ
#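 E. coli AmpC (5.3 nM) in 20 mM phosphate pH 7.0 with 0.01% Triton X-100, preincubated 15 min RT with compound; nitrocefin (2 uL of 800 uM stock) hydrolysis followed by 480 nm absorbance every 20 s over 4 min.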
# * hit, by the source's call; ? = inconclusive; [ ] = another dose, or the depositor's remark. % is scaled to controls: 0 for no effect and ±100 for the full control effect; potency is read from the fitted curve at half-maximal effect. Not all compounds are listed; count on the stated rates, not on these rows.
smiles | AmpC inh det
O=C(NCCCN1CCOCC1)c1cc2cc(Cl)cc(Cl)c2oc1=O | -5.6%
Cc1csc(Sc2nc3c(c(=O)[nH]c(=O)n3C)n2CCCc2ccccc2)n1 | -5.0%
NNC(=O)Cc1cccnc1 | -1.8%[5.75 µM]
COc1cc(C)c(Br)cc1S(=O)(=O)N1CCOCC1 | -5.5%
COCCCNc1ncnc2c1cnn2-c1ccc(C)cc1C | -3.2%
CCOCC(=O)Nc1ccc(S(=O)(=O)NCCc2ccccc2)cc1 | -3.7%
O=C1CCC[C@H]1C(=O)Nc1ccc2ccccc2c1 | -0.7%[5.75 µM]
COC(=O)c1c(C)n(-c2ccccc2)c2ccc(O)cc12 | 11.1%
C=CCNC(=O)C(C)N1C(=O)c2ccccc2C1=O (configuration not stated) | -2.2%
CNc1ncnc(Sc2nc(N)nc3nc[nH]c23)c1[N+](=O)[O-] | -0.9%[5.75 µM]
CCOc1cc(S(=O)(=O)NCCN2CCOCC2)c(C)cc1C | -8.5%
COc1ccc(CCNC(=O)C2CCCN2C(=O)Nc2cccc(C(C)=O)c2)cc1OC (configuration not stated) | -5.5%
CCc1nnc(NC(=O)C(C)N2C(=O)C3C4C=CC(C4)C3C2=O)s1 (configuration not stated) | -2.6%
Cc1onc(-c2ccccc2)c1C(=O)Nc1sc2c(c1C(N)=O)CCC2 | -1.1%
O=C(CSc1nc2ccccc2c(=O)n1Cc1ccc(C(=O)NC2CC2)cc1)NCc1ccco1 | -2.3%
CCCc1[nH][nH]c(=O)c1C(c1ccccc1)C(C#N)C#N (configuration not stated) | 9.9%
CCCCCn1c(CN2CCN(CCO)CC2)nc2c1c(=O)n(C)c(=O)n2C | 6.3%
O=C(COc1ccc(Br)cc1CO)Nc1ccc(F)cc1 | -5.4%
COc1ccc(CCNC(=O)C2CCN(c3nn4c(=O)cc(C)nc4s3)CC2)cc1OC | 11.1%
CSc1nc2ccc(S(=O)(=O)N3CCOCC3)cc2s1 | -2.9%
Cc1ccc(-c2noc(-c3ccccc3C(=O)N3CCCC3)n2)cc1 | -3.3%
Clc1cc(NCc2cccs2)ccc1N1CCOCC1 | 10.4%
COc1cc2c(cc1OC)C1=C(C#N)CN(CC(=O)O)CN1CC2 | 8.3%
CCN=C(NCC)SC1CC(=O)N(c2cccc(OC)c2)C1=O (configuration not stated) | 0.1%
CCSc1nnc([C@@H]2CCCN2C(=O)OC(C)(C)C)o1 | -0.3%
CC(=O)N1CCC2(CCCN(Cc3ccc(C#N)cc3)C2)CC1 | 1.1%
CCCCCCN(C(=O)CCCCCN1C(=O)NC(c2ccccc2-c2ccccc2)C(C(=O)OCc2ccccc2)=C1C)C(C(=O)NCCCC)c1ccc(OCC(=O)OC)c(C(=O)OC)c1 (configuration not stated) | 10.6%
O=C(NCC1CC1)C1CCCN(S(=O)(=O)c2ccc(-n3cnnn3)cc2)C1 (configuration not stated) | -1.0%
Fc1cccc(Cl)c1-c1nnc2ccc(N3CCOCC3)nn12 | -2.9%
C=CCSc1nnc(NC(=O)CSc2nnc(C)s2)s1 | -1.9%
C/C=C/c1ccc(O)c(OC)c1 | 8.8%
CC(C)Oc1ccc(C2c3c(oc4ccccc4c3=O)C(=O)N2CCCN2CCOCC2)cc1 (configuration not stated) | -2.7%
CCOc1ccc(C2CC(c3cccc(Cl)c3)n3nc(N)nc3N2)cc1 (configuration not stated) | 13.4%
N#Cc1cccc(NC(=O)N2CCCC3(CCN(S(=O)(=O)c4ccccc4)CC3)C2)c1 | -0.5%
CCOC(=O)Cn1c(=O)oc2cc(S(=O)(=O)Nc3ccc(N(CC)CC)cc3C)ccc21 | 11.9%
O=C(NCc1cccnc1)c1ccc(Cl)c(Cl)c1 | -2.3%
CC(C)Cn1cnc2c(SCc3ccc(Cl)cc3Cl)nc(N)nc21 | -5.6%[5.75 µM]
CCNC(=O)CSc1nc2cc(OC)c(OC)cc2c(=O)n1CCC1=CCCCC1 | 0.5%
O=C(Nc1ccc(Br)cc1)C1CCCN1S(=O)(=O)c1cccs1 (configuration not stated) | -5.5%
CCOC(=O)C1CCCN(Cc2nc(N)nc(Nc3ccc(OC)cc3)n2)C1 (configuration not stated) | -4.3%
CCCS(=O)(=O)N1CCCC(C(=O)NCCCOC(C)C)C1 (configuration not stated) | 2.2%
Cc1nnc(NC(=O)c2ccccc2F)s1 | -1.0%
CC(C)CC(NC(=O)c1ccco1)C(=O)Nc1ccc2c(c1)OCCO2 (configuration not stated) | 10.7%
CC1CCc2nn(CC(=O)NC3CCCC(C)C3C)cc2C1 (configuration not stated) | 5.6%
CCC(=O)Nc1ccc(NC(=O)CSc2nnc(C(C)C)n2C)cc1 | 8.3%
O=C(NCCCN1CCN(c2cccc(Cl)c2)CC1)c1cccc(N2CCCC2=O)c1 | -1.7%
COc1cc(NC(=O)C2CC2)c(C(=O)O)cc1OC | 8.3%
O=C(Nc1ccccc1)N1CCC(c2ccccc2)C1 (configuration not stated) | -0.6%
Cc1ccc(C(CC(=O)N2CCCC2)c2ccccc2)c(O)c1C (configuration not stated) | -1.7%
COc1ccccc1OCC(=O)NCCc1nc2ccccc2[nH]1 | -0.9%
CCOC(=O)c1oc2ccccc2c1NC(=O)COc1ccc(F)cc1 | -1.5%
COc1cccc(C2=NOC(C(=O)Nc3cccc(C(C)=O)c3)C2)c1 (configuration not stated) | -2.5%
O=C(CSCc1ccc(F)cc1)NC1CCCC1 | -2.2%
O=C(NCCCN1CCCCCC1)[C@@H](c1ccccc1)C1CCCCC1 | -3.3%
O=[N+]([O-])c1ccc(CCO)cc1 | 9.4%
CCS(=O)(=O)c1nc2ccccc2n1Cc1ccccc1Cl | 14.0%
CN(C)C(=O)c1ccc(-c2ccc3ncnc(N(C)Cc4ccco4)c3c2)cc1 | 8.3%
COc1ccccc1Nc1nc(N)nc(CSCCO)n1 | -1.2%
CCOC(=O)Cn1c2c(c(=N)c3c1CCC3)CCC2 | -3.0%
Cc1c(C(=O)O)sc2ncnc(N3CCCCC3C)c12 (configuration not stated) | 2.5%

# Continued.
smiles | AmpC inh det
Cc1cc(NC(=O)CSc2ccc3nnc(-c4ccc(F)cc4)n3n2)no1 | -3.0%
O=C(c1cccc(C(=O)N2CCN(c3ccc(F)cc3)CC2)c1)N1CCN(c2ccc(F)cc2)CC1 | 0.1%
CCCCN(C)CCNC(=O)Cn1c(=O)sc2ccccc21 | 10.6%
COc1cc2nc3c(c([Si](C)(C)C(C)(C)C)c2cc1OC)Cn1c-3cccc1=O | -3.0%
COc1ccc2cc(S(=O)(=O)N3CCN(C)CC3)ccc2c1 | -6.0%
O=C(NC1CCCCC1)N(Cc1ccc(F)cc1)Cc1nc2ccccc2c(=O)[nH]1 | -4.7%
O=C(NCC1CCCO1)C1CCN(S(=O)(=O)Cc2ccccc2)CC1 (configuration not stated) | 14.2%
COc1cccc(-c2nc(-c3ccccc3)no2)c1 | -3.0%
COc1ccccc1NC(=O)NCCCN1CCN(c2cccc(Cl)c2)CC1 | 12.2%
CCOC(=O)CCC(=O)Nc1ccc(S(=O)(=O)N2CCCC2)cc1 | 3.3%
Cc1ccc(C)n1-c1cccc(N)c1 | 0.3%
O=C1CCc2cc(S(=O)(=O)N3CCC(C(=O)NC4CCCCCCC4)CC3)ccc2N1 | 6.4%
O=C(O)[C@@H](O)[C@@H](O)[C@@H](O[C@H]1O[C@@H](CO)[C@@H](O)[C@@H](O)[C@@H]1O)[C@@H](O)CO | -1.4%[12.8 µM]
CC[C@H]1C2=C3C(CC[C@H]4C(OCc5ccc(F)cc5C(F)(F)F)OC[C@](C)([C@@H]34)N(C(=O)OC(C)(C)C)C2)C2COC(=O)OCC21 (some centres not stated) | -1.7%
CC(=O)CCc1c[nH]c2c(C(=O)O)cccc12 | 1.4%
CCOc1ccc(-c2c(C#N)c(N)nc3c2c(=O)n(C)c(=O)n3C)cc1OC | -2.5%
Cn1cc(Cl)c(C(=O)Nc2cccc(Cl)c2Cl)n1 | 0.5%
O=C(CCCN=C1NS(=O)(=O)c2ccccc21)OCC(=O)N1CCc2ccccc21 | 0.5%
COc1ccccc1-c1cc(C(F)(F)F)nc(N2CCOCC2)n1 | 23.3%
N#Cc1ccccc1-c1cncnc1NCc1cccnc1 | 6.3%
COc1ccc(S(=O)(=O)N(C)CC(=O)NCc2cccnc2)cc1C | -2.8%
C[C@@H](C(=O)O)c1ccc(C[C@@H]2CCCC2=O)cc1 | -2.6%
COc1ccc(C(=O)c2coc3ccc(O)c(CN(C)C)c23)cc1 | -0.3%
Cc1ccc(Cn2c(NC(=O)c3ccco3)nc3ccccc32)cc1 | 26.2%
Cc1nc2cc(F)ccc2n1C1CCN(S(=O)(=O)c2ccccc2)CC1 | 0.4%
CCn1cc(C(=O)Nc2ccc3c(c2)OCCO3)c2cc(OC)c(OC)cc2c1=O | 9.0%
Cc1cccc(-n2nc3c(c2NC(=O)c2ccco2)CSC3)c1C | 0.1%
CCC(=O)N1CN(S(=O)(=O)c2ccc(C)cc2)CC1C (configuration not stated) | 16.2%
O=C(CCS(=O)(=O)c1cccc2nonc12)N1CC(=O)N(CCc2ccccc2)C(=O)C1 | -3.7%
CCCOC(=O)c1[nH]c2c(c1C)C(=O)CC(c1cc(OC)c(OC)c(OC)c1)C2 (configuration not stated) | 6.7%
Cc1ccc(CCNC(=O)C2CCCN2S(=O)(=O)c2ccc3c(c2)CCC(=O)N3)cc1 (configuration not stated) | 8.8%
COc1cc(C(=O)OC2CCCCC2=O)cc(OC)c1C (configuration not stated) | 9.2%
CCOC(=O)c1[nH]c(C)c(/C(O)=C2\C(=O)C(=O)N(CCCN(CC)CC)C2c2cccnc2)c1C (configuration not stated) | -2.6%
O=C(c1ccc(Cl)c(Cl)c1)N(Cc1ccco1)c1ccc(O)cc1 | -2.4%
O=C(/C=N/O)NCc1ccncc1 | -0.2%
COc1ccc2c(c1)c(CC(=O)O)c(C)n2Cc1ccc(F)cc1 | -2.8%
Cc1c(C)c2cc3c4c(oc3c(C)c2oc1=O)CCCC4 | 9.9%
CCOc1ccc(S(=O)(=O)N(CC(=O)N2CCc3ccccc32)Cc2ccco2)cc1 | -2.1%
CCCOc1ccc(C(=O)N2CCN(c3ccc(N)cc3Cl)CC2)cc1 | -1.1%
O=C(CCCCn1c(=O)[nH]c2ccccc2c1=O)NCc1ccc2c(c1)OCO2 | 14.5%
Cc1ccc(S(=O)(=O)Nc2nc3ccccc3nc2NCc2ccco2)cc1C | 4.2%
CCCNC(=O)N1CCN(S(=O)(=O)c2ccc(C)c(C)c2)CC1 | -4.4%
C[N+](C)(C)CCCCCCCCCC[N+](C)(C)C | -2.0%[12.8 µM]
OCc1nc2ccccc2n1C/C=C/c1ccccc1 | -0.1%
COC(=O)c1ccccc1NC(=O)c1ccc2c(c1)OCCO2 | -3.6%

# Overlap with the part before: two entries, then new ones.
smiles | AmpC inh det
OCc1nc2ccccc2n1C/C=C/c1ccccc1 | -0.1%
COC(=O)c1ccccc1NC(=O)c1ccc2c(c1)OCCO2 | -3.6%
CC1(C)CC(=O)C(C(C2=C(O)CC(C)(C)CC2=O)c2cccc(O)c2)C(=O)C1 (configuration not stated) | 4.4%
CC(C)[C@@H](CC(=O)N[C@@H]1CCNC[C@H]1C(=O)N[C@H](CC(=O)N[C@@H](CCC(=O)O)CC(=O)O)Cc1c[nH]c2ccccc12)NC(=O)C[C@H](Cc1c[nH]c2ccccc12)NC(=O)[C@@H]1CNCC[C@H]1N | -6.7%
CCOC(=O)c1sc(=S)n(C)c1N | -1.0%
Cc1cc(=O)oc(C)c1C(=O)N1CCN(C(c2ccccc2)c2ccccc2)CC1 | 6.8%
COc1ccccc1N1CCN(Cc2nc(N)nc(Nc3ccc(C)cc3)n2)CC1 | -1.3%
COc1ccc(C(=O)O)cc1Nc1cc(C)nc2ncnn12 | 17.7%
O=S(=O)(Nc1cccnc1)c1cc(Cl)ccc1Cl | -2.6%
Cc1cc(C)cc(-n2nnc(C(=O)NCc3ccco3)c2N)c1 | -1.8%
N#Cc1cc2c(=O)n3ccccc3nc2n(Cc2cccnc2)c1=O | -0.3%
CS(=O)(=O)N1CCC(C(=O)N2CCC(Cc3ccccc3)CC2)CC1 | ?
COc1cc(Cl)c(S(=O)(=O)N2CC(C)OC(C)C2)cc1Cl (configuration not stated) | -6.3%
CC(C)[C@@H](CC(=O)N[C@@H]1CCNC[C@H]1C(=O)N[C@H](CC(=O)N[C@@H](CCC(=O)O)CC(=O)O)Cc1ccccc1)NC(=O)C[C@H](CO)NC(=O)[C@@H]1CNCC[C@H]1N | -5.6%
CCCCC1(CC)C(=O)NC(=O)NC1=Nc1ccc(OC)cc1 (configuration not stated) | 7.9%
COc1ccc(-n2c(=O)cc(N3CCCCCC3)[nH]c2=O)cc1 | -3.1%
COc1ccc(C(CC(=O)O)NC(=O)COc2ccccc2)cc1OC (configuration not stated) | 2.0%
CCCn1c(SCC(=O)Nc2cccc(C(=O)OC)c2)nnc1-c1cccnc1 | 11.3%
O=C(Cc1ccc(-n2cccc2)cc1)N1CCN(c2ccccc2F)CC1 | 8.1%
CCOC(=O)c1c(-c2cccs2)csc1NC(=O)COC(=O)c1c(C)noc1C | -3.7%
Cc1cc(Nc2ccc(C(=O)O)cc2)n2nc(C)nc2n1 | 1.1%
CC1CCC2C(C1)c1sc(=O)[nH]c1SC2(C)C (configuration not stated) | -1.8%

# Look-ups from the results shown.
# Reading of Cc1cc(Nc2ccc(C(=O)O)cc2)n2nc(C)nc2n1 in AmpC inh det: 1.1%
# Reading of CCCn1c(SCC(=O)Nc2cccc(C(=O)OC)c2)nnc1-c1cccnc1 in AmpC inh det: 11.3%
# Reading of CCOC(=O)c1c(-c2cccs2)csc1NC(=O)COC(=O)c1c(C)noc1C in AmpC inh det: -3.7%
# Reading of CC1CCC2C(C1)c1sc(=O)[nH]c1SC2(C)C (configuration not stated) in AmpC inh det: -1.8%

# Source: PubChem
